# Compound activity: PubChem BioAssay, National Center for Advancing Translational Sciences (NCATS)
# NPSR antagonist = antagonists of human neuropeptide S receptor cAMP signaling; Q6W5P4; CHO-NPSR cells, cAMP TR-FRET, antagonist mode; Potency, µM (doses to about 38.3 µM), for the others: top-dose activity change, negative = inhibition, most hits filed as inhibitors; actives 1% (n = 220,000); AID 1461; further: potency means the concentration at half of the fitted maximal effect; on the % scale 0 is the no-effect control and ±100 the full control effect; nearly all actives have a fitted effect of over 50% in size; many of its hits are not listed in these tables
# Epigenetic derep = epigenetic control regulation, reporter derepression. murine LDR cells, GFP reporter derepression, 30 h. Potency, µM (highest dose often 53.9 µM), without a hit: at the highest dose GFP activation, usual class: activators. actives 0.2% (n = 280,000). AID 1865; further: potency means the concentration at half of the fitted maximal effect; % of control where 0% means no effect; nearly all actives have a fitted effect of over 60% in size
#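 Derepression of a silenced CMV-GFP reporter in murine LDR cells is scored by enumerating GFP-positive cells with a laser-scanning microplate cytometer after 30 hours of treatment at 37 C.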
# aGal spleen mod = alpha-galactosidase A (human) modulation; P06280; human spleen homogenate, 4MU-alpha-Gal fluorescence, 40 min; Potency, µM (doses to about 80 µM), for the others: at the top dose activity change, negative = inhibition, most hits filed as inhibitors; AID 2107; actives 0.008% (n = 240,000);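 further: potency means the concentration at half of the fitted maximal effect; 0% = enzyme with vehicle and -100% = no enzyme basal signal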
#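 Fluorogenic readout (Ex 365/Em 440 nm) of 4-methylumbelliferone released from 1 mM 4-MU-alpha-galactoside by spleen homogenate, 40 min at 37C, pH 5.0. Data normalized to no-enzyme and enzyme controls; Hill-equation AC50 from compound titrations.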
# Tau fluor counter = counter-screen for tau fibril formation inhibitors; Potency, µM (highest dose often 57.7 µM), without a hit: at the highest dose activity change, negative = decrease; actives 0.93% (n = 280,000); tau K18 P301L Alexa594 fluorescence, heparin fibrillization; AID 1463; further: potency means the concentration at half of the fitted maximal effect; on the % scale 0 is the no-effect control and ±100 the full control effect; nearly all actives have a fitted effect of over 55% in size
#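 Human tau K18 P301L (15 uM unlabeled, 0.24 uM Alexa 594-labeled) in 100 mM sodium acetate pH 7 with 20 uM heparin, 6 hr at 37 C. ThT 30 uM added, 1 hr ambient; Alexa 594 FP and total fluorescence read at 555/632 nm.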
# CBFb RUNX1 block = inhibitors of human CBF-beta and RUNX1 interaction; AID 1477; 230,000 tested, under 10 active; AlphaScreen CBFb-His/RUNX1-biotin binding, biochemical; Q01196+Q13951; Potency, µM (top dose mostly 59.8 µM), for inactives: at the top dose activity, negative = inhibition, most hits filed as inhibitors; further: % of control where 0% means no effect
# Target sequence (Q01196 whole entry, looked up): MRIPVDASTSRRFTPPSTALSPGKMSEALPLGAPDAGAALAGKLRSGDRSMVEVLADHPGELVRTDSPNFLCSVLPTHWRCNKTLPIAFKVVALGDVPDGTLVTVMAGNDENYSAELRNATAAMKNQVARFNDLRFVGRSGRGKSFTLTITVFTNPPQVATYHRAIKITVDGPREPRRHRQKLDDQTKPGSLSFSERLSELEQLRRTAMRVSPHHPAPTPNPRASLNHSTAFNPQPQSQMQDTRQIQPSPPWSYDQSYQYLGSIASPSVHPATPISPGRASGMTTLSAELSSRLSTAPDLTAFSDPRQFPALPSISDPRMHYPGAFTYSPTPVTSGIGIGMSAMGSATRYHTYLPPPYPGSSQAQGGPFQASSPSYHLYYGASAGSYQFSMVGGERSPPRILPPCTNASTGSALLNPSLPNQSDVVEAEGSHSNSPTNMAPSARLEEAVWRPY
# Target sequence (Q13951 whole entry, looked up): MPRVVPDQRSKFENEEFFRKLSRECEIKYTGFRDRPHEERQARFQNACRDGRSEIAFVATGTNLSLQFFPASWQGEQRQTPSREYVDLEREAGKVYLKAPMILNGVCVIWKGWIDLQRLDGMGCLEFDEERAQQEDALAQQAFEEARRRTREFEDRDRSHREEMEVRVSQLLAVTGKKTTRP
#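 Read-out: AlphaScreen. Format: His-CBF-beta with biotinylated RUNX1 (30 nM each) preincubated 20 min, compound 15 min, Ni-chelate plus streptavidin beads 90 min; room temperature throughout.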
# Tau fibril FP = tau fibrillization inhibition (FP). actives 0.39% (n = 280,000). K18 P301L tau heparin fibrillization, Alexa594 FP, 6 h. Potency, µM (series often up to 57.7 µM), for the others: top-dose activity, negative = inhibition, hits mostly inhibitors. P10636. AID 1468; further: potency means the concentration at half of the fitted maximal effect; on the % scale 0 is the no-effect control and ±100 the full control effect; nearly all actives have a fitted effect of over 55% in size
#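 Human K18 P301L fragment (15 uM unlabeled plus 0.24 uM Alexa 594-labeled) in 100 mM sodium acetate pH 7 with compound, aggregation induced by 20 uM heparin for 6 hr at 37 C. ThT (30 uM) added for 1 hr, then Alexa 594 FP read.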
# TRb SRC2 PPI = TRbeta-SRC2 interaction inhibition | TRbeta-SRC2 peptide binding, fluorescence polarization; receptor liganded with 1 µM T3 | Potency, µM (titrated, usually from 106 µM), without a hit: at the highest dose activity change, negative = inhibition, usual class: inhibitors | actives 0.065% (n = 280,000);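 further: potency means the concentration at half of the fitted maximal effect; plate controls were bound peptide for no effect and peptide without receptor for full effect; nearly all actives have a fitted effect of over 50% in size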
# Target sequence (P10828 whole entry, looked up): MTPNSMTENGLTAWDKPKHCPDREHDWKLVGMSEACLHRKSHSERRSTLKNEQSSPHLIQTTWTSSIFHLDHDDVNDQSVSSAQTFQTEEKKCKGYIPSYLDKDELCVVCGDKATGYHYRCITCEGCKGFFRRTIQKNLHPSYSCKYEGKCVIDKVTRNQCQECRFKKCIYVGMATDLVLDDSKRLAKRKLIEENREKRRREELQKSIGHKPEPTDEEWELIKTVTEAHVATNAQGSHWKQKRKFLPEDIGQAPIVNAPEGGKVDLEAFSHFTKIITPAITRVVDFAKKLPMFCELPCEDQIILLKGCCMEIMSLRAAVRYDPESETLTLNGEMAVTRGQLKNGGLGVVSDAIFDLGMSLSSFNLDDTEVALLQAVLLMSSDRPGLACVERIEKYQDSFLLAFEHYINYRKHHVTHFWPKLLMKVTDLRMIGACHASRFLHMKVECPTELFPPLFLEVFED
#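 Human TRb ligand-binding domain (0.6 uM) is mixed with 20 nM Texas Red SRC2 peptide and 1 uM T3; after compound addition and 5 hr at ambient temperature, polarization is measured and normalized to unbound and bound controls.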
# TexasRed fluor = counter-screen for TRb-SRC2 inhibitors: fluorescence interference; TRb/SRC2 Texas Red total fluorescence interference; Potency, µM (titrated, usually from 106 µM), without a hit: at the highest dose fluorescence change, negative = quenching; actives 0.29% (n = 280,000); AID 1479; active means well fitted curve in either direction with a large enough effect; inconclusive means small, poorly fitted or top-dose-only effect; further: potency means the concentration at half of the fitted maximal effect; on the % scale 0 is the no-effect control and ±100 the full control effect
#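 Flags fluorescent or light-absorbing compounds by total fluorescence, S + 2P, at 555 nm excitation and 632 nm emission. Mixture: 20 nM Texas Red SRC2 peptide, 0.6 uM human TRb LBD, 1 uM T3, 5% DMSO; compound exposure 5 h at ambient temperature.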
# Numbers without * were called inactive; ? = inconclusive; . = no result given; & = joins results of further samples; [ ] = remark or other dose. Unless noted, the call rests on the fitted dose curve; in most records, active means well fitted curve in the direction sought with a large enough effect; inconclusive means small, poorly fitted or top-dose-only effect, or another doubt; inactive means no such curve, though single readings can be large; an effect the other way counts as inactive or inconclusive. Some of the compounds tested, so the mix of outcomes need not match the whole.
# Order of values – aGal spleen mod | Tau fibril FP | CBFb RUNX1 block | NPSR antagonist | TexasRed fluor | Tau fluor counter | TRb SRC2 PPI | Epigenetic derep
CCN(CC)CCCN=Cc1c(O)n(-c2cccc(C)c2)c(=O)c2ccccc12
  3% | 0% | 12% | 8% | -2% | 3% | 12% | 2.7%
CCOC(=O)c1c(NC(=O)Cc2coc3cc(C)cc(C)c23)sc2c1CCC2
  . | -13% | . | . | 0.025µM*[quencher] | -24% | ? | 0.0%
FCCCOc1ccc(/C=N/OCc2ccc(Cl)cc2Cl)cc1
  2% | -2% | 19% | -6%[46.1 µM] | 1% | -12% | -2% | 0.0%
Cc1ccccc1-n1cc(-c2ccc(Br)cc2)nc1SCC(N)=O
  2% | 3% | -21% | 34% | -1% | -2% | 2% | 1.1%
COc1cc(NC(=O)c2n[nH]c(=O)c3ccccc23)cc(OC)c1
  -11% | -5% | 7% | -11% | 0% | 6% | -5% | -1.0%
CCOC(=O)N1CCN(C(=O)CSCC(=O)Nc2nc(-c3ccc(Cl)s3)cs2)CC1
  -25% | 2% | -11% | -3% | -1% | -12% | -21% | -1.0%
CCc1ccc2nc(N3C(=O)C(O)=C(C(=O)c4ccco4)C3c3cccs3)sc2c1 (stereo not given)
  7% | 5% | -26% | 10µM* | -9% | -5% | 12% | -0.8%
CN1CCN(c2ccc(NC(=O)CSc3ccccc3)cc2F)CC1
  18% | 7% | 15% | 0%[46.1 µM] | 0% | 5% | -3% | 1.3%
Cc1ccc(S(=O)(=O)N2CCc3cc(C(=O)N(C)Cc4ccccc4)ccc32)cc1
  . | 2% | . | . | -1% | -11% | -10% | 0.8%
Cc1cc(NCc2ccccn2)n2ncc(-c3ccccc3)c2n1
  0% | 8% | 4% | 13% | -5% | ? | -6% | ?
Cc1cc2ccccc2n1CCNC(=O)c1ccccc1
  -4% | 2% | -13% | -22%[46.1 µM] | 3% | -15% | -7% | -1.5%
CCN(CC)CC(C)OC(=O)c1ccccc1Cl (stereo not given)
  -14% | -2% | 20% | 11% | -5% | -4% | 1% | 0.0%
COc1ccc(S(=O)(=O)N2CCCC(C(=O)NCc3ccco3)C2)cc1Cl (stereo not given)
  8% | -4% | -3% | -15%[46.1 µM] | -4% | -11% | 4% | -1.1%
Cc1cc(C)c(S(=O)(=O)/N=C2/C=C(Sc3ncn[nH]3)C(=O)c3ccccc32)cc1C
  -7% | -1% | -3% | ? | -3% | 4% | -4% | -1.8%
Cc1ccnc(N2CCC(C(=O)NCc3ccccc3F)CC2)n1
  3% | 0% | -2% | -30% | -1% | 12% | 9% | 1.2%
COC(=O)[C@H](Cc1ccccc1)NC(=O)O[C@@H]1C(=O)c2cc(Br)ccc2O[C@H]1c1ccc2c(c1)OCO2
  -2% | 8% | 23% | . | -2% | -5% | 10% | -1.1%
COc1cccc(NC(=O)Nc2cccn(Cc3ccc(C)cc3)c2=O)c1
  3% | -17% | 2% | 39% | -2% | ? | 2% | 0.0%
COc1cc(-c2nc(CN3CCN(c4ncccn4)CC3)c(C)o2)ccc1F
  -10% | 0% | -5% | -9% | -1% | -1% | 7% | 0.5%
Cc1ccccc1N1CCN(CCCN2C(=O)CC(=C(c3ccccc3)c3ccccc3)C2=O)CC1
  10% | 2% | -1% | -3%[46.1 µM] | 2% | -12% | 5% | -2.3%
CCc1ccc(NC(=O)C(=O)NCC(c2cccnc2)N2CCN(C)CC2)cc1 (stereo not given)
  . | 10% | . | . | -82% | -18% | -20% | 11%
CCOC(=O)C1CCN(C(=O)c2ccccc2Oc2ccccc2)CC1
  7% | -4% | 2% | -2%[46.1 µM] | -4% | -3% | 3% | -1.3%
COc1ccc(C(=O)NCC(c2ccc3c(c2)OCO3)N2CCOCC2)cc1OC (stereo not given)
  . | 2% | . | . | 5% | 1% | 1% | 5.0%
COc1ccc(-c2nnc(-c3cccnc3)o2)cc1OC
  -3% | 7% | -4% | -11%[46.1 µM] | 1% | 0% | -2% | -2.8%
C=CCOn1c(C)c(C(C)=O)c2c3no[n+]([O-])c3ccc21
  0% | 3% | 8% | -18%[46.1 µM] | 1% | -1% | 6% | 1.2%
Cc1cccc(Cl)c1NC(=S)NCCc1ccccn1
  3% | -8% | 5% | -12%[7.67 µM] | -4% | -9% | 0% | -0.3%
COc1ccc(/C=C2\CCc3ccccc3C2=O)cc1CN1CCOCC1
  -6% | 6% | -5% | 1% | -2% | -19% | 2% | 0.1%
CCOC(=O)NC(=O)CSc1nc(-c2ccc(C)c(C)c2)cn1-c1ccccc1
  -3% | 0% | -4% | -47% | -4% | -17% | 6% | 1.0%
O=C(c1ccc(Cl)cc1)C(Cn1cncn1)C(Sc1ccccc1)c1ccccc1 (stereo not given)
  2% | 1% | -1% | -22%[46.1 µM] | 0% | -5% | -7% | 0.0%
COc1cc(OC)c(NC(=O)N2CCSc3ccccc32)cc1Cl
  . | 12% | . | . | ? | ? | -3% | -1.2%
CCOC(=O)c1cc2occc2n1CC(=O)Nc1ccc(OC)cc1OC
  4% | 7% | -2% | -19%[46.1 µM] | -2% | ? | -2% | -0.7%

# The list goes on.
# Order of values – aGal spleen mod | Tau fibril FP | CBFb RUNX1 block | NPSR antagonist | TexasRed fluor | Tau fluor counter | TRb SRC2 PPI | Epigenetic derep
O=C(Cc1ccc(-c2ccccc2)cc1)OCC(=O)N1CCCC1=O
  -16% | -1% | 7% | -5% | -3% | -10% | 5% | -0.4%
CC(C)Nc1nnc(SCC(=O)c2c[nH]c3ccccc23)s1
  -11% | 5% | 3% | 5% | -1% | -7% | -6% | 0.0%
O=C(c1ccc(COc2ccc(F)cc2)o1)n1cc(Br)cn1
  3% | 1% | -6% | 11%[46.1 µM] | 1% | -8% | -1% | -4.9%
O=C1CC2(CCCC2)CC(=O)N1CCNCC1COc2ccccc2O1 (stereo not given)
  -1% | 2% | 0% | . | -1% | -3% | 0% | 0.0%
Nn1c(COc2ccc(Cl)cc2)n[nH]c1=S
  -4% | -1% | -1% | -3% | 0% | -7% | -4% | -3.0%
CC(=O)Nc1ccc(N2C(C(C)=O)=NN(c3ccc(Cl)cc3)C2c2sccc2C)cc1 (stereo not given)
  -6% | -15% | 4% | -7%[46.1 µM] | -1% | 28µM*[quencher] | 10% | 0.0%
O=C(Nc1ccc(N2CCN(c3ccccc3)CC2)c(F)c1)C1CC1
  -5% | 4% | 9% | 5% | -1% | -16% | -2% | -0.1%
CC1(C)C(N(O)C(=O)Nc2ccc(Cl)cc2)N(c2ccc(Cl)cc2)C(=O)N1CC(=O)NN (stereo not given)
  -16% | -13% | -4% | -21%[46.1 µM] | -6% | -16% | ? | 1.6%
CCn1cc(C(=O)C(F)(F)F)c2ccccc21
  -13% | 7% | 4% | -8%[46.1 µM] | -2% | -1% | 8% | 0.0%
Cc1ccc(-c2ccc(=O)n(CC(=O)NCc3ccc(F)cc3)n2)cc1
  -6% | -15%&0% | 3% | 13% | -1%&-1% | -13%&-7% | -2%&2% | -1.0%&-3.5%
O=C(OCC1CCCN2CCCCC12)c1ccc2c(c1)OCO2 (stereo not given)
  -5% | 5% | 7% | 11%[46.1 µM] | 0% | 3% | -7% | -1.6%
CC(C)C(=O)Nc1cccc(S(=O)(=O)c2cccc(NC(=O)C(C)C)c2)c1
  -5% | -10% | 9% | -8%[46.1 µM] | -1% | -8% | -3% | 2.4%
COc1ccc(NC(=O)CSc2[nH]c(=O)cc(C)c2C#N)cc1OC
  3% | 2% | 14% | -16%[46.1 µM] | 0% | -8% | -3% | 2.2%
COc1ccccc1CNCC(=O)NCc1ccc(C)cc1
  -4% | -6% | -8% | -2% | -1% | -19% | -1% | 1.1%
CC(Sc1cccc[n+]1[O-])C(=O)Nc1cccc([N+](=O)[O-])c1 (stereo not given)
  -4% | -7% | 11% | 1% | -1% | -7% | -4% | -0.2%
CCOC(=O)c1ccc(NC(=O)CSc2nnc(C)n2-c2ccccc2)cc1
  6% | -18% | -8% | -12%[46.1 µM] | 0% | -12% | -1% | -3.9%
CN(NC1OC(=O)c2ccccc21)c1ccc(Cl)cc1[N+](=O)[O-] (stereo not given)
  4% | 10% | -12% | 28% | -2% | 2% | -3% | -0.3%
O=[N+]([O-])c1ccc(-n2nncc2-c2ccc(Cl)cc2)cc1
  2% | -6% | -11% | -11%[46.1 µM] | -2% | -4% | -8% | 2.9%
COC(=O)c1ccc(C(=O)OC)c(NC(=O)N2CC3CCCN3c3ccccc32)c1 (stereo not given)
  . | 6% | . | . | 0% | -28% | -5% | -1.7%

# Single entries from the results shown:
# `O=C(Cc1ccc(-c2ccccc2)cc1)OCC(=O)N1CCCC1=O` @ TRb SRC2 PPI = 5%
# `CC(C)Nc1nnc(SCC(=O)c2c[nH]c3ccccc23)s1` @ Tau fibril FP = 5%
# `O=C(OCC1CCCN2CCCCC12)c1ccc2c(c1)OCO2` (stereo not given) @ TRb SRC2 PPI = -7%

# Single records (already shown). Order of screens: aGal spleen mod | Tau fibril FP | CBFb RUNX1 block | NPSR antagonist | TexasRed fluor | Tau fluor counter | TRb SRC2 PPI | Epigenetic derep
# Results for Nn1c(COc2ccc(Cl)cc2)n[nH]c1=S : -4% | -1% | -1% | -3% | 0% | -7% | -4% | -3.0%
# Results for Cc1ccc(-c2ccc(=O)n(CC(=O)NCc3ccc(F)cc3)n2)cc1 : -6% | -15%&0% | 3% | 13% | -1%&-1% | -13%&-7% | -2%&2% | -1.0%&-3.5%
# Results for COc1cccc(NC(=O)Nc2cccn(Cc3ccc(C)cc3)c2=O)c1 : 3% | -17% | 2% | 39% | -2% | ? | 2% | 0.0%
# Results for Cc1cc2ccccc2n1CCNC(=O)c1ccccc1 : -4% | 2% | -13% | -22%[46.1 µM] | 3% | -15% | -7% | -1.5%
# Results for CN1CCN(c2ccc(NC(=O)CSc3ccccc3)cc2F)CC1 : 18% | 7% | 15% | 0%[46.1 µM] | 0% | 5% | -3% | 1.3%
